Source: PubChem (several laboratories)
Ins promoter up = MIN6 insulin promoter up-regulation | MIN6 insulin promoter-GFP reporter, high-content imaging; stronger effect = higher value | z-score at 5 µM | 0.3% of 190,000 active | AID 1625;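 active = z-score above 3 at 5 µM with at least 500 cells counted in the well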
West Nile antiviral = West Nile virus antiviral activity, cell-based, CPE readout (AID 1621) | CPE inhibition, % at 10 µM, or IC50 in µM where a hit was titrated | West Nile virus-infected cells, CPE inhibition; higher % means a stronger effect | 0.02% of 290,000 active; in the data active = a potency from the dose series; note: strong numbers were not always called active
Autophagy HCS = modulators of autophagy. calls only at 10 µM (by protocol). 0.98% of 190,000 active. AID 463193. MEF GFP-LC3 puncta imaging; test concentration mostly 10 µM;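 active = percentage of spot-positive cells more than 3 SD above its plate mean, without a fluorescence outlier flag or 80% toxicity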;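 note: spot-positive cell cutoff set from DMSO-treated cells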
WT yeast gro inh = growth inhibition of WT yeast, mitochondrial fusion screen | mitochondrial fusion phenotypic screen, WT strain | inhibition, % at 10 µM | 2.1% of 190,000 active | AID 1362; in the data active = inhibition above about 58%; tested in S. cerevisiae
MT stabilize HCS = stabilizes microtubules in HeLa cells; HeLa tubulin immunostaining HCS, 24 h; share of cells brighter than vehicle mean+2SD; % tubulin-high responders, % at 10 µM; AID 2205; 0.83% of 200,000 active;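 active = plate Z-score above 3 for both tubulin-high and condensed-nucleus cell shares, with cell loss under 80%, at 10 µM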;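 note: anti alpha tubulin signal scored within the nucleus-defined area of each cell; some results filed as inactive read as strong as hits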
T cell HTS = modulates CD8 T cell binding to vesicles | 2C CD8+ T cell-vesicle binding, flow cytometry; stronger effect = lower value | calls only at 7 µM | 0.068% of 330,000 active | AID 2052;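 active = response, share of CD8 T cells binding vesicles, and their 90th percentile fluorescence all below set limits, cut at about 80% in these data, passing the limit was not always enough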
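Test system: purified 2C TCR transgenic mouse naive CD8+ T cells. Probe or stimulus: QL9-peptide-loaded Drosophila micro-vesicles bearing Ld, ICAM-1 and B7-1. Incubation: binding step 1.5 h, 37 °C, antibody labelling 20 min, ice. Measured by: flow cytometry of vesicle-bound cells.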
b-catenin transl = alters nuclear translocation of beta-catenin in HeLa cells; immunofluorescence imaging; nuclear translocation activity, % at 5 µM; 0.3% of 190,000 active; AID 1665;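 active = nuclear translocation activity above 50% at 5 µM, with a well cell count of 50 or more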;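 note: per-cell ratio of nuclear to cytoplasmic median beta-catenin stain intensity; plate controls were DMSO negative control for no effect and GSK-3 inhibitor IX positive control for full effect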
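Test system: HeLa cells, endogenous beta-catenin; Compound: single 5 µM dose plus 0.02–20 µM confirmation series; Times: compound exposure 24 h at 37°C; Signal: fluorescence imaging of beta-catenin antibody stain plus DAPI; Read-out: % activation, nuclear-to-cytoplasmic median beta-catenin signal ratio per cell.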
Lipid droplet = hepatic lipid droplet formation modulation; AML12 mouse hepatocytes, oleate lipid droplets, BODIPY imaging; inhibition, % at 6.5 µM; 0.4% of 240,000 active;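 active = lipid droplet intensity inhibited by at least 50%, with more than 500 cells counted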
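Test system: AML12 mouse liver cells; schedule: overnight exposure; technique: high-content imaging of BODIPY-stained droplets and DAPI nuclei; read-out: % inhibition of corrected integrated BODIPY droplet signal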
Myeloid diff 2 = myeloid differentiation induction. ER-HoxA9 myeloid progenitors, lysozyme-GFP differentiation, flow cytometry. calls only at 10 µM. 1% of 360,000 active. AID 624256;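 active = normalized GFP-positive differentiation at or above the plate's own cutoff, the solvent-only control mean plus 3 SD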;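 note: cells exposed to compound for four days before flow analysis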
WT yeast gro inh mutant strain = further read-out of WT yeast gro inh, marked with its call; inhibition, %; mitochondrial fusion phenotypic screen, mutant strain inhibition
Ins promoter up cell count = recorded beside Ins promoter up, whose call it bears; cell count; measured here: cytotoxicity, nuclei count;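 total cells summed across four imaged fields per well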
Lipid droplet cells 6.5 µM = recorded beside Lipid droplet, whose call it bears; cell count; measured here: cell count, cytotoxicity flag;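 cells counted across two imaged fields per well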
b-catenin transl cell count 5 µM = further read-out of b-catenin transl, marked with its call; cell count; measured here: cell count, cytotoxicity flag
T cell HTS vesicle-bound % = second read-out of T cell HTS, no call of its own (marks repeat the call); double positive events, %; measured here: CD8+ vesicle-bound cell fraction;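 binding gate set so that unloaded-vesicle control wells show 10% double positive cells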
MT stabilize HCS Hoechst-high % = further read-out of MT stabilize HCS, marked with its call; % Hoechst-high responders; measured here: nuclear condensation Hoechst responders;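 share of cells brighter than vehicle mean plus two SD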
MT stabilize HCS cytotoxicity % = further read-out of MT stabilize HCS, marked with its call; toxicity, %; measured here: cytotoxicity by cell density;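 0% = mean cell density of plate MIN control wells and 100% = no cells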
Autophagy HCS cell loss 18 h = also measured in Autophagy HCS; calls as there; toxicity, %; measured here: cell loss, nuclei count;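 cell loss after 18 h compound exposure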
Myeloid diff 2 GFP+ MAC1+ % = also measured in Myeloid diff 2; calls as there; GFP+ MAC1+ double positive, %; measured here: differentiation confirmed by MAC1 staining
Active calls of the source: *; i = inactive; x = not tested or not shown; + = active, no number.

SMILES	Ins promoter up	Ins promoter up cell count	West Nile antiviral	Autophagy HCS	Autophagy HCS cell loss 18 h	WT yeast gro inh	WT yeast gro inh mutant strain	MT stabilize HCS	MT stabilize HCS Hoechst-high %	MT stabilize HCS cytotoxicity %	T cell HTS	T cell HTS vesicle-bound %	b-catenin transl	b-catenin transl cell count 5 µM	Lipid droplet	Lipid droplet cells 6.5 µM	Myeloid diff 2	Myeloid diff 2 GFP+ MAC1+ %
CNS(=O)(=O)c1cccc(C(=O)OCC(=O)Nc2ccccc2F)c1	-0.78	1577	0.0%	i	8	14	5	1.4	1.5	3.1	i	20	5.3	895	4	712	i	0.3
CC(=O)NC(Cc1ccc(F)cc1)C(=O)O (stereo not drawn)	x	x	0.3%	i	13	5	1	7.5	1.6	18	i	17	x	x	x	x	i	0.8
CCc1ccccc1NC(=O)c1nnn(CC(=O)Nc2cccc(C)c2)c1N	x	x	1.2%	i	-2	3	6	4.5	2.6	4.8	i	42	x	x	x	x	i	0.6
CC1CCCN(C2=C(NS(=O)(=O)c3ccc(Br)cc3)C(=O)c3ccccc3C2=O)C1 (stereo not drawn)	x	x	1.2%	x	x	x	x	x	x	x	i	10	x	x	50*	680*	i	3.0
Cn1ccnc1/C(=N\NC(=O)c1ccc(O)cc1)c1cccc([N+](=O)[O-])c1	-1.5	1034	-0.1%	x	x	x	x	x	x	x	i	41	0.7	1266	-9	723	i	0.3
CC1=CC2=NC(=O)/C(=C/c3coc4ccc(Cl)cc4c3=O)C(=N)N2O1	0.71	1453	-0.2%	x	x	x	x	x	x	x	i	33	0.0	1270	6	705	i	1.1
COC(=O)c1cn(C(=O)c2ccccc2)c2ccccc12	-0.07	1447	0.2%	i	11	-4	-13	1.5	1.6	7.2	i	54	3.3	867	19	724	i	0.2
Cc1cc(C(=O)OCC(=O)Nc2ncc(C(F)(F)F)cc2Cl)c(C)o1	0.44	1280	0.4%	i	3	16	10	2.9	4.3	7.6	i	41	-4.7	903	x	x	i	0.9
Cc1ccc(C2N(c3ccc(Cl)cc3)C(=O)N3CCCN23)cc1 (stereo not drawn)	0.54	1400	-0.1%	x	x	x	x	x	x	x	i	33	5.9	931	1	716	i	1.1
CCOC(=O)C1CCN(CCC(=O)Nc2ccc(C)c(C)c2)CC1	-0.43	1214	0.8%	i	4	-11	-4	3.9	2.6	11	i	16	-2.8	1108	28	705	i	0.5
COc1ccccc1N/N=C1\COC(C)(C)CC1=O	-0.33	926	-0.4%	x	x	x	x	x	x	x	i	44	1.1	1281	-5	722	i	0.1
O=C(O)C1C2C=CC(C2)C1C(=O)NC1CCN(Cc2ccccc2)CC1 (stereo not drawn)	-1	923	-0.3%	i	27	-7	-34	3.7	3.6	22	i	33	-2.9	1214	14	759	i	0.7
CC(C)Cc1nnc(NC(=O)CCC(=O)N2CCC(C)CC2)s1	x	x	-0.4%	x	x	x	x	x	x	x	i	21	x	x	-3	676	i	1.4
CC12CC(c3ccccc3O1)N(C(=O)c1ccc(Br)o1)C(=O)N2c1ccccc1 (stereo not drawn)	0.45	795	-0.2%	i	-3	-1	-10	2.4	1.3	6.3	i	6	-2.5	1187	-8	734	i	0.2
O=C(c1cc(COc2ccc(F)c(F)c2)on1)N1CCSCC1	x	x	-0.4%	x	x	x	x	x	x	x	i	66	x	x	-7	683	i	1.4
COc1cc(C(=O)NCC2CCCCC2)cc(OC)c1OC	x	x	0.1%	x	x	x	x	x	x	x	i	24	x	x	-22	768	i	0.4
CC(C)N(CCCNC(=O)Cn1c(=O)c2cccn2c2ccc(F)cc21)Cc1ccccc1	x	x	0.4%	x	x	x	x	x	x	x	i	21	x	x	-7	751	i	1.5
Cc1ccc(OCCOCCN2CCN(C)CC2)c(C(C)(C)C)c1	x	x	-0.6%	x	x	x	x	x	x	x	i	67	x	x	2	831	i	0.4
CCOc1ccccc1NC(=O)CSc1ccc(-c2sc(C)nc2C)nn1	x	x	0.1%	x	x	x	x	x	x	x	i	15	x	x	-2	710	i	0.2
CCOc1cc([N+](=O)[O-])cc2c1C(=O)Nc1ccccc1O2	x	x	-0.5%	i	12	0	2	4.3	2.8	7.5	i	57	1.6	1059	-26	688	i	0.3
O=C(NCc1cccnc1)c1ccc(NC(=O)c2ccco2)cc1	1.5	1818	0.1%	i	-2	1	10	3.8	1.0	2.2	i	9	-2.1	1047	10	673	i	0.8
COc1ccc(S(=O)(=O)N2CC(C)N(C(=O)N(C)C)C2C)cc1 (stereo not drawn)	x	x	-0.2%	x	x	x	x	x	x	x	i	32	x	x	19	779	i	0.1
Cc1nn(C)cc1NC(=O)Cn1nc(C(F)(F)F)cc1C1CC1	1	1229	-0.3%	i	-6	0	-11	5.1	2.6	3.5	i	33	x	x	2	697	i	1.5
CN(CCc1ccccn1)C(=O)Nc1ccc(C(C)(C)C)cc1	1	1381	-0.6%	x	x	x	x	x	x	x	i	19	-3.1	1216	-10	721	i	0.5
C/C(=N/n1cnnc1)c1cccnc1	x	x	0.4%	i	-7	4	5	3.4	3.0	6.7	i	50	-5.3	1186	5	747	i	2.6
CCCC(=O)Nc1cccc(-c2nc3ccccc3c(=O)o2)c1	0.66	1426	-0.4%	i	-3	-1	-14	1.7	1.0	3.1	i	54	1.2	1004	1	738	i	0.5
Cc1cc(NC(=O)CSc2nc3c(sc4ccccc43)c(=O)n2CCCN2CCOCC2)n[nH]1	0.16	921	0.7%	+	33*	-4	7	2.3	0.8	4.4	i	54	x	x	x	x	i	0.8
CCCOc1ccc(-c2nnn(CC(=O)c3c[nH]c4ccccc34)n2)cc1	x	x	-1.1%	i	-1	-7	-2	2.0	1.4	11	i	39	x	x	-62	712	i	3.8
COc1cc(C(=O)Nc2nc3ccc(C)cc3s2)ccc1OCc1c(C)noc1C	-0.18	1382	1.3%	i	-2	-5	6	5.4	1.5	9.0	i	27	-0.5	1280	x	x	i	0.7
O=C(N/N=C/c1c(O)n(-c2ccc(Cl)cn2)c(=O)c2ccccc12)C1CC1	0.15	1555	-0.5%	i	-7	-6	4	3.2	1.3	5.9	i	50	1.7	1030	-20	665	i	0.5
CNC(=O)c1oc(-c2ccccc2)nc1C	0.31	1318	-0.1%	i	-6	3	5	6.4	2.3	5.3	i	24	-0.6	1510	-1	767	i	0.2
O=C(OCc1ccccc1F)c1ccc2c(c1)OCCO2	0.63	1265	0.1%	i	0	7	7	1.4	2.3	3.9	i	26	-1.8	507	2	782	i	0.6
COc1cccc(NS(=O)(=O)c2ccc(OC)c(OC)c2)c1	x	x	x	i	-9	-1	8	3.9	2.8	3.2	i	58	-1.9	1091	x	x	i	5.0
N=c1c(C(=O)NCc2ccccc2)cc2c(=O)n3ccccc3nc2n1Cc1ccco1	-2.1	1015	0.6%	i	7	24	17	2.6	3.1	5.9	i	67	x	x	8	833	i	0.4
O=C(Nc1ccc(N2CCOCC2)c(Cl)c1)c1ccc(Br)o1	0.76	1242	1.8%	i	-4	3	-5	2.3	2.1	6.4	i	41	0.5	1052	-5	681	i	0.2
CC(=O)Nc1ccc(S(=O)(=O)NCC2CCC(C(=O)NC(C)c3ccc4c(c3)OCCO4)CC2)cc1 (stereo not drawn)	1.3	1191	1.1%	i	-10	-14	6	2.8	4.3	11	i	26	0.0	1082	7	710	x	x

Sorted by heavy-atom count (high to low): some entries from above
SMILES	Ins promoter up	Ins promoter up cell count	West Nile antiviral	Autophagy HCS	Autophagy HCS cell loss 18 h	WT yeast gro inh	WT yeast gro inh mutant strain	MT stabilize HCS	MT stabilize HCS Hoechst-high %	MT stabilize HCS cytotoxicity %	T cell HTS	T cell HTS vesicle-bound %	b-catenin transl	b-catenin transl cell count 5 µM	Lipid droplet	Lipid droplet cells 6.5 µM	Myeloid diff 2	Myeloid diff 2 GFP+ MAC1+ %
CC(=O)Nc1ccc(S(=O)(=O)NCC2CCC(C(=O)NC(C)c3ccc4c(c3)OCCO4)CC2)cc1 (stereo not drawn)	1.3	1191	1.1%	i	-10	-14	6	2.8	4.3	11	i	26	0.0	1082	7	710	x	x
O=C(N/N=C/c1c(O)n(-c2ccc(Cl)cn2)c(=O)c2ccccc12)C1CC1	0.15	1555	-0.5%	i	-7	-6	4	3.2	1.3	5.9	i	50	1.7	1030	-20	665	i	0.5
O=C(Nc1ccc(N2CCOCC2)c(Cl)c1)c1ccc(Br)o1	0.76	1242	1.8%	i	-4	3	-5	2.3	2.1	6.4	i	41	0.5	1052	-5	681	i	0.2
CNC(=O)c1oc(-c2ccccc2)nc1C	0.31	1318	-0.1%	i	-6	3	5	6.4	2.3	5.3	i	24	-0.6	1510	-1	767	i	0.2

(list continues)
SMILES	Ins promoter up	Ins promoter up cell count	West Nile antiviral	Autophagy HCS	Autophagy HCS cell loss 18 h	WT yeast gro inh	WT yeast gro inh mutant strain	MT stabilize HCS	MT stabilize HCS Hoechst-high %	MT stabilize HCS cytotoxicity %	T cell HTS	T cell HTS vesicle-bound %	b-catenin transl	b-catenin transl cell count 5 µM	Lipid droplet	Lipid droplet cells 6.5 µM	Myeloid diff 2	Myeloid diff 2 GFP+ MAC1+ %
COc1cccc(NC(=O)COc2ccccc2)c1	x	x	0.1%	x	x	x	x	x	x	x	i	8	x	x	6	797	i	0.2
Cc1ccc2nc(-c3ccccc3)cc(C(=O)N3CCc4ccccc4C3)c2c1	-0.43	1642	x	i	-2	11	7	1.1	1.1	5.4	i	42	-1.8	1373	x	x	i	0.8
Cc1nc(C)c(-c2csc(NCc3ccco3)n2)s1	-0.19	1279	0.0%	i	72	42	8	6.2	3.0	16	i	15	-2.2	1248	5	742	i	3.4
COC(=O)c1ccc(CSc2nc(-c3ccccc3)cs2)o1	0.93	1276	2.0%	i	15	10	18	5.3	1.7	4.8	i	41	-0.9	1173	x	x	i	9.6
CNC(=O)NC(=O)CSc1nnc(-c2ccco2)n1Cc1ccccc1	-0.19	1611	0.4%	i	15	2	3	3.1	1.9	2.9	i	42	-0.7	1399	x	x	i	1.4
COCCNC(=O)c1cnn2c(C(F)F)cc(-c3ccc(C)cc3)nc12	-0.96	1227	0.3%	i	-30	-7	4	3.0	2.7	1.0	i	38	-1.0	1598	18	675	i	0.2
CCOC(=O)c1c(-c2ccc(Cl)cc2)cn2ccccc12	0.12	1143	-0.2%	i	3	-3	4	1.5	2.6	5.8	i	54	3.9	1420	x	x	i	0.7
